WT yeast gro inh – growth inhibition of WT yeast, mitochondrial fusion screen. AID 1362. mitochondrial fusion phenotypic screen, WT strain. inhibition, % at 10 µM. 190,000 compounds, 2.1% hits; in the data active = inhibition above about 58%; tested in S. cerevisiae
Ins promoter up – MIN6 insulin promoter up-regulation; MIN6 insulin promoter-GFP reporter, high-content imaging; hits give high values; z-score at 5 µM; 190,000 compounds, 0.3% hits; AID 1625;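 active = z-score above 3 at 5 µM with at least 500 cells counted in the well; inconclusive = wells under 500 cells, flagged as cytotoxic or low count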
Myeloid diff MLP – myeloid differentiation induction | calls only at 10 µM | ER-HoxA9 myeloid progenitors, lysozyme-GFP differentiation, flow cytometry | 360,000 compounds, 1% hits;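 active = normalized GFP-positive differentiation at or above the plate's own cutoff, the solvent-only control mean plus 3 SD; inconclusive = no clear call, values can overlap the other calls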;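 note: cells exposed to compound for four days before flow analysis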
T cell modulator – modulates CD8 T cell binding to vesicles; calls only at 7 µM; 2C CD8+ T cell-vesicle binding, flow cytometry; hits give low values; 330,000 compounds, 0.068% hits; AID 2052;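 active = response, share of CD8 T cells binding vesicles, and their 90th percentile fluorescence all below set limits, cut at about 80% in these data, passing the limit was not always enough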
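Test system: purified 2C TCR transgenic mouse naive CD8+ T cells. Probe or stimulus: QL9-peptide-loaded Drosophila micro-vesicles bearing Ld, ICAM-1 and B7-1. Incubation: binding step 1.5 h, 37 °C, antibody labelling 20 min, ice. Measured by: flow cytometry of vesicle-bound cells.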
MT stabilize HCS – microtubule stabilization, imaging screen. HeLa tubulin immunostaining HCS, 24 h; share of cells brighter than vehicle mean+2SD. % tubulin-high responders, % at 10 µM. 200,000 compounds, 0.83% hits. AID 2205;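 active = plate Z-score above 3 for both tubulin-high and condensed-nucleus cell shares, with cell loss under 80%, at 10 µM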;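 note: anti alpha tubulin signal scored within the nucleus-defined area of each cell; some results filed as inactive read as strong as hits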
b-catenin transl – beta-catenin nuclear translocation modulation; HeLa beta-catenin nuclear translocation, immunofluorescence imaging; nuclear translocation activity, % at 5 µM; 190,000 compounds, 0.3% hits;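 active = nuclear translocation activity above 50% at 5 µM, with a well cell count of 50 or more; inconclusive = wells under 50 cells across six images, flagged as toxic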;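 note: per-cell ratio of nuclear to cytoplasmic median beta-catenin stain intensity; plate controls were DMSO negative control for no effect and GSK-3 inhibitor IX positive control for full effect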
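Test system: human HeLa cell line; Doses: 5 µM primary, 0.02–20 µM confirmation; Incubation: 24 h compound exposure, 37°C; Detection: beta-catenin immunofluorescence imaging with DAPI; Read-out: beta-catenin nuclear/cytoplasmic ratio, % activation.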
West Nile virus CPE – inhibition of WNV-induced cytopathic effect – cell-based, CPE readout (AID 1621); West Nile virus-infected cells, CPE inhibition; higher % means a stronger effect; CPE inhibition, % at 10 µM; hits with a dose series show IC50 in µM; 290,000 compounds, 0.02% hits; in the data active = a potency from the dose series; inconclusive = CPE inhibition mostly from about 3.7% at the one dose, without a potency; inactive = the rest, 99 in 100 with CPE inhibition below about 2.2%; note: strong numbers were not always called active
Lipid droplet – modulators of hepatic lipid droplet formation; AML12 mouse hepatocytes, oleate lipid droplets, BODIPY imaging; inhibition, % at 6.5 µM; 240,000 compounds, 0.4% hits; AID 1656;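 active = lipid droplet intensity inhibited by at least 50%, with more than 500 cells counted; inconclusive = wells with under 300 cells, treated as cytotoxic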
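System: AML12 hepatocytes (mouse). Probe or stimulus: oleic acid at 100 µM to induce lipid droplet formation. Times: overnight treatment with compound plus oleate. Detection: Image-based BODIPY and DAPI two-channel analysis. Evaluation: percent inhibition of filter-corrected integrated lipid droplet intensity per well.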
Autophagy mod – alters autophagy in cells; MEF GFP-LC3 puncta imaging; test concentration mostly 10 µM; calls only at 10 µM (by protocol); 190,000 compounds, 0.98% hits;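 active = percentage of spot-positive cells more than 3 SD above its plate mean, without a fluorescence outlier flag or 80% toxicity; inconclusive = no clear call, values can overlap the other calls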;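 note: spot-positive cell cutoff set from DMSO-treated cells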
WT yeast gro inh mutant strain – recorded beside WT yeast gro inh, whose call it bears; inhibition, %; mitochondrial fusion phenotypic screen, mutant strain inhibition
Ins promoter up cell count – also measured in Ins promoter up; calls as there; cell count; measured here: cytotoxicity, nuclei count;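 total cells summed across four imaged fields per well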
Lipid droplet cells 6.5 µM – second read-out of Lipid droplet, no call of its own (marks repeat the call); cell count; measured here: cell count, cytotoxicity flag;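 cells counted across two imaged fields per well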
b-catenin transl cell count 5 µM – recorded beside b-catenin transl, whose call it bears; cell count; measured here: cell count, cytotoxicity flag
T cell modulator vesicle-bound % – also measured in T cell modulator; calls as there; double positive events, %; measured here: CD8+ vesicle-bound cell fraction;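 binding gate set so that unloaded-vesicle control wells show 10% double positive cells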
MT stabilize HCS Hoechst-high % – also measured in MT stabilize HCS; calls as there; % Hoechst-high responders; measured here: nuclear condensation Hoechst responders;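 share of cells brighter than vehicle mean plus two SD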
MT stabilize HCS cytotoxicity % – also measured in MT stabilize HCS; calls as there; toxicity, %; measured here: cytotoxicity by cell density;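 0% = mean cell density of plate MIN control wells and 100% = no cells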
Autophagy mod cell loss 18 h – also measured in Autophagy mod; calls as there; toxicity, %; measured here: cell loss, nuclei count;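 cell loss after 18 h compound exposure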
Myeloid diff MLP GFP+ MAC1+ % – second read-out of Myeloid diff MLP, no call of its own (marks repeat the call); GFP+ MAC1+ double positive, %; measured here: differentiation confirmed by MAC1 staining
* = called active by the depositor; i = inactive; ? = inconclusive; · = not tested or not shown.

mol	WT yeast gro inh	WT yeast gro inh mutant strain	Ins promoter up	Ins promoter up cell count	Myeloid diff MLP	Myeloid diff MLP GFP+ MAC1+ %	T cell modulator	T cell modulator vesicle-bound %	MT stabilize HCS	MT stabilize HCS Hoechst-high %	MT stabilize HCS cytotoxicity %	b-catenin transl	b-catenin transl cell count 5 µM	West Nile virus CPE	Lipid droplet	Lipid droplet cells 6.5 µM	Autophagy mod	Autophagy mod cell loss 18 h
O=C(NCc1ccc(Cl)cc1)C1CCN(S(=O)(=O)c2ccccc2)CC1	-11	-7	-0.31	1514	i	0.5	i	44	1.2	0.7	3.2	-2.2	1037	-0.6%	10	711	i	-6
CCc1ccc(NC(=O)CSc2nc3ncc(Br)cc3[nH]2)cc1	·	·	·	·	i	0.0	i	34	·	·	·	·	·	-0.3%	4	725	·	·
Cc1noc(NS(=O)(=O)c2ccc(N/C=C/C(=O)c3ccc(F)cc3)cc2)c1C	-1	-2	0.5	1153	i	0.8	i	63	3.2	1.9	1.3	1.8	1092	0.2%	-3	711	i	2
O=C(COc1ccccc1F)N1CCc2ccccc2C1	-18	17	0.25	1625	i	0.1	i	43	4.1	3.2	8.3	-1.7	1025	0.1%	-1	695	i	-3
O=C(/C=C/c1cn(-c2ccccc2)nc1-c1cccc(Cl)c1)N1CCN(c2ccccn2)CC1	24	20	-1.5	1333	i	1.7	i	50	3.4	1.9	4.3	1.4	1509	-0.4%	2	727	i	16
O=C(Nc1ccc(Cl)cc1)c1cc(S(=O)(=O)Nc2ccccn2)ccc1Cl	·	·	·	·	?	·	i	40	·	·	·	·	·	-0.5%	-6	832	·	·
Cc1ccc(C)c(N/C(N)=N/c2nc(C)cc(C)n2)c1	-5	0	0.32	1369	i	8.2	i	24	0.6	1.5	4.4	-0.3	1346	-1.6%	·	·	i	12
COC(=O)C1[C@H]2C(=O)N(Cc3cccs3)C[C@]23C=C[C@H]1O3 (stereo partly drawn)	2	-3	-0.07	1095	i	8.5	i	44	3.7	2.7	8.1	2.6	1158	-0.4%	·	·	i	13
CCOC(=O)C1CCN(C(=O)c2cc(S(=O)(=O)N(C)C)ccc2N2CCCC2)CC1	·	·	·	·	i	0.9	i	12	·	·	·	·	·	-0.2%	7	883	·	·
CC1=CC(C)(C)Nc2ccc(OC(=O)CCN3C(=O)c4ccccc4C3=O)cc21	-10	-14	1.9	1382	?	·	i	16	5.4	6.1	5.1	1.5	1064	-2.2%	2	642	i	17
CCc1ccc(NC(=S)N2CCC(NC(=O)c3ccccc3OC)CC2)cc1	·	·	·	·	i	0.7	i	23	·	·	·	·	·	-0.2%	-10	796	·	·
CCOC(=O)c1cc(-c2ccccc2)sc1NC(=O)CN1C(=O)c2ccccc2C1=O	·	·	·	·	i	0.5	i	43	0.8	1.1	11	·	·	0.3%	·	·	i	-2
CN1C(=O)CSC1=NC12CC3CC(CC(C3)C1)C2	10	22	1	821	i	6.9	i	14	2.3	1.7	4.6	·	·	0.1%	11	761	i	-6
Cc1ccc(C)c(NC(=O)c2cc(-c3cc(C)ccc3O)n[nH]2)c1	·	·	·	·	i	0.6	i	7	·	·	·	·	·	-0.6%	-5	846	·	·
CCN(Cc1cc(=O)oc2cc(C)ccc12)c1ccccc1	·	·	·	·	i	0.2	i	58	·	·	·	·	·	-1.1%	2	755	·	·
Cc1ccc(CNC(=O)c2ccc(N3CCC4(CC3)CC(c3ccccc3)=NO4)c([N+](=O)[O-])c2)cc1	·	·	·	·	i	0.7	i	25	·	·	·	·	·	-1.5%	13	812	·	·
COc1cccc(/C(C)=N/NC(=O)Cc2c(C)[nH][nH]c2=O)c1	0	0	0.15	1592	i	0.1	i	59	5.3	1.3	4.8	-2.1	1075	0.1%	63*	614*	i	14
CCCCNC(=O)c1cc(-c2ccc(OC)cc2)on1	11	12	0.81	1311	i	8.0	i	22	1.0	1.5	1.9	-1.9	893	-0.8%	-1	800	i	-11
CO/N=C/NC(=O)NOCc1ncc(C(F)(F)F)cc1Cl	-21	-13	-0.03	814	i	0.8	i	19	1.6	0.8	4.9	7.0	1019	-0.2%	1	670	i	-15
Cn1c(=O)[nH]c(=O)c2c1nc(NCCO)n2CCOc1ccccc1	·	·	·	·	i	2.3	i	55	·	·	·	·	·	0.0%	-6	768	·	·
O=C(NC1CCCCC1)NC1CC2CCC(C1)N2C(=S)NCc1ccco1 (stereo not drawn)	-5	0	-1	1458	i	1.3	i	60	3.1	1.4	8.8	-0.2	1419	-0.2%	·	·	i	18
CC(C(=O)NC1C=CS(=O)(=O)C1)N1C(=O)/C(=C\c2ccccc2)SC1=S (stereo not drawn)	·	·	·	·	i	0.0	i	12	·	·	·	·	·	0.9%	-56	482	·	·
O=C(CCC(=O)N1CCSc2ccccc21)Nc1cccc(F)c1	·	·	·	·	i	1.1	i	18	·	·	·	·	·	-0.4%	1	771	·	·
COc1ccccc1N1CCN(/N=C/c2c(C)nn(-c3ccccc3)c2C)CC1	-7	14	?	·	i	4.7	i	38	3.1	1.0	7.0	0.2	1007	0.6%	-32	616	i	-22
CSc1cc(C)nc(N(C)C(C)=O)n1	8	25	0.56	1481	i	8.2	i	8	2.6	3.1	9.4	-7.6	998	-0.5%	·	·	i	4
NC(=O)c1cc2ccccc2oc1=NCc1ccccc1	10	2	0.06	1271	i	0.5	i	57	2.5	1.2	9.1	-1.8	1414	0.2%	·	·	i	-6
C/C=C/C=C\C(=O)Nc1cccc(C2=NOC3(C2)C[C@H](C(N)=O)N(C(=O)CC#N)C3)c1 (stereo partly drawn)	·	·	0.54	732	i	3.2	i	35	·	·	·	-1.0	1068	-0.5%	·	·	·	·
Cc1cccc(Cn2nc(C)cc2NC(=O)CCCn2ccc([N+](=O)[O-])n2)c1	-5	1	0.21	1236	i	0.8	i	62	6.6	1.6	3.9	0.9	1103	0.0%	22	671	i	15
Nc1nnnn1/N=C/c1ccc(Br)cc1	·	·	·	·	i	0.7	i	58	·	·	·	·	·	-0.1%	2	781	·	·
CCCCC(=O)Nc1ccccc1N1CCN(c2ccc(F)cc2)CC1	·	·	·	·	i	0.3	i	60	·	·	·	·	·	-0.9%	-8	842	·	·
CCc1cccc(C)c1NC(=O)C1CCCN1C(=O)NCc1ccccc1 (stereo not drawn)	·	·	·	·	i	1.7	i	29	·	·	·	·	·	-0.7%	-8	843	·	·
COc1ccc(-c2nc(N)n(C(=O)c3ccccc3)n2)cc1	7	6	-0.03	1646	i	0.5	·	·	1.7	1.3	5.4	5.7	894	-0.2%	12	700	i	9
COC(=O)CNC(=O)C1Cc2ccccc2CN1S(=O)(=O)c1ccc(F)cc1 (stereo not drawn)	·	·	·	·	i	0.1	i	59	·	·	·	·	·	0.1%	-5	425	·	·
Cc1ccc(/C=N/NC(=O)c2ccccc2OCc2ccc(F)cc2)o1	5	-13	1.1	1059	i	0.2	i	56	2.6	1.8	13	-1.5	598	-1.3%	2	734	i	-58
N=c1c(C(=O)NC2CCCCC2)cc2c(=O)n3ccccc3nc2n1CCc1ccccc1	·	·	·	·	i	0.8	i	33	·	·	·	·	·	-1.4%	-16	699	·	·
CCC(C)N1CCN(S(=O)(=O)Cc2ccccc2)CC1 (stereo not drawn)	·	·	·	·	i	0.5	i	17	·	·	·	·	·	0.5%	8	548	·	·
COCCCn1c(SCC(=O)Nc2ccc(C)cc2)nc2ccccc2c1=O	-10	0	0.64	1455	i	0.4	i	58	1.9	1.6	4.4	-0.1	1510	-0.9%	-7	697	i	-2
O=C(O)Cc1csc(Nc2cccc(Cl)c2)n1	-5	4	-0.06	1566	i	0.3	i	23	3.1	2.7	12	-0.9	1070	-0.5%	3	677	i	-14
COc1ccc(-c2nnnn2C)cc1S(=O)(=O)NCc1ccccc1	-17	-27	-0.8	1218	i	13	i	7	3.5	2.3	0.2	0.8	1237	-0.4%	-1	734	i	-5
c1ccc(-n2nnc3c(N4CCOCC4)ncnc32)cc1	18	18	-0.42	1528	i	0.3	i	21	7.0	3.1	2.0	-0.7	742	0.6%	·	·	i	12
COC(=O)C1=C2SCC(=O)N2C(N)=C(C#N)C1	·	·	1.4	1390	i	0.4	i	29	·	·	·	-3.3	1167	0.1%	1	688	·	·
CCN1CCN(C(CNS(=O)(=O)c2ccccc2)c2ccccc2)CC1 (stereo not drawn)	·	·	·	·	i	0.5	i	18	·	·	·	·	·	0.2%	-3	789	·	·
CC(C)(/C=N/NC(=O)CSCc1ccc(Cl)cc1)CCC#N	-16	9	0.23	1396	i	1.6	i	9	5.8	2.2	5.7	-0.6	1483	-0.2%	-9	683	i	7
O=C(CNC(=O)c1cccc(F)c1)N/N=C/C=C/c1ccccc1	-16	-15	0.7	1320	i	0.4	i	17	3.7	2.2	7.4	-0.1	1133	0.0%	16	728	i	10
CC(C)(C)c1ccc(NC(=O)c2ccccc2)c([N+](=O)[O-])c1	66*	-3.5*	0.71	1089	i	0.1	i	60	2.3	2.0	5.8	-1.9	1122	-1.0%	-14	650	i	-7
